Screening results (PubChem BioAssay)
PP5 inh: PP5 (human) phosphatase inhibition | P53041 | purified PP5c, OMFP substrate fluorescence | inhibition, % at 6.7 µM | hit rate 0.18% among 320,000 | AID 1987;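 active = inhibition above the campaign's mean inhibition across all tested compounds plus 3 SD, cut at about 9.5% in these data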;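 also: 0% = DMSO only and 100% = 100 µM cantharidin control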
proCasp7 act: activates human procaspase-7, counter-screen for procaspase-3 activators. P55210. recombinant procaspase-7, Ac-DEVD-pNA absorbance 405 nm; D23A/D198A/D206A triple mutant, cannot self-cleave; scale: DMSO 0, 5 µM enzyme 100. activation, % at 8.5 µM. hit rate 0.093% among 330,000;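 active = percent activation above the screen-wide mean plus 3 SD, cut at about 25% in these data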
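buffer or medium = Zinc-free HEPES/NaCl buffer, pH 7.4 | material = Procaspase-7 triple mutant (PC-7 D3A) | input = 2 µM procaspase-7 mutant as dispensed | signal = Epi-absorbance of released pNA at 405 nm, two timepoints | timing = 1 h preincubation, 2 h reaction | replicates = singlicate compound testing | evaluation = % activation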
CTSL1 counter: cathepsin L1 inhibition, PFM18AAP counter-screen. AID 1906. inhibition, % at 5.96 µM. recombinant F. hepatica cathepsin L1, Z-Leu-Arg-MCA fluorescence. hit rate 0.49% among 300,000;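 active = inhibition above the mean of all tested compounds plus 3 SD, set per screening campaign, cut at about 17% in these data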;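 also: 0% = plate median of test compound wells and 100% = 1 µM Z-Phe-Ala-diazomethylketone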
HCV core dimer: blocks dimerization of HCV core protein | TR-FRET GST/Flag-core106 dimerization, 1536-well | inhibition, % at 5 µM | hit rate 0.33% among 300,000;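 active = inhibition above the mean of all tested compounds plus 3 SD, set per screening campaign, cut at about 45% in these data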
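Material: GST/Flag-tagged HCV core106 proteins. Incubation: 4 h, 22.5 °C incubation. Read-out basis: inhibition (%) from 671 over 617 nm ratio. Measured by: TR-FRET, excitation 340 nm, emission 617 and 671 nm.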
GASC-1 inh: human JMJD2C demethylase inhibition; Q9H3R0; GST-JMJD2C(1-420) H3K9me3 demethylation, DELFIA europium; inhibition, % at 2.35 µM; hit rate 0.069% among 330,000; AID 2099;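 active = more than half of a compound's replicate wells show inhibition beyond 50%, single wells judged on their own value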;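 also: signal counts dimethyl H3K9 product captured on neutravidin plate; 0% = median of DMSO wells and 100% = 0.3 times that DMSO median; strong numbers were not always called active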
proCasp3 act: procaspase-3 (human) activation. recombinant procaspase-3 D3A, Ac-DEVD-pNA absorbance 405 nm. AID 463141. hit rate 0.11% among 330,000. activation, % at 8.5 µM;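 active = activation above the mean of all tested compounds plus 3 SD, cut at about 21% in these data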;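 also: 0% = DMSO alone and 100% = DMSO wells spiked with extra 5 µM PC-3 D3A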
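material = Procaspase-3 D3A mutant | probe or stimulus = Ac-DEVD-pNA | compound = single dose, 8.5 µM nominal compound, 0.8% DMSO | timing = 1 h preincubation, 2 h reaction | measured by = 405 nm absorbance of p-nitroaniline, reads at 0 and 120 min | benchmarks = DMSO-only low control, 5 µM PC-3 D3A high control | repeats = singlicate, each compound tested once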
VLA-4 inh: inhibition in a human VLA-4 binding assay; P13612; VLA-4 expressing cells, ligand binding flow cytometry; inhibition, % (about 7 µM as worked out from the volumes in the protocol); hit rate 0.2% among 330,000; in the data active = inhibition above about 50%
GRK2 inh: human GRK2 inhibition via aptamer displacement. P25098. bead flow cytometry, FAM-aptamer displacement from GRK2. inhibition of aptamer binding, % at 10 µM. hit rate 0.59% among 330,000;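 active = inhibition of aptamer binding above 40%, roughly 3 SD of noise, on plates passing a quality check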;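 also: median bead fluorescence of bound FAM aptamer so fluorescent compounds give negative values; no value below 0 was filed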
Target sequence (P25098 whole entry, looked up): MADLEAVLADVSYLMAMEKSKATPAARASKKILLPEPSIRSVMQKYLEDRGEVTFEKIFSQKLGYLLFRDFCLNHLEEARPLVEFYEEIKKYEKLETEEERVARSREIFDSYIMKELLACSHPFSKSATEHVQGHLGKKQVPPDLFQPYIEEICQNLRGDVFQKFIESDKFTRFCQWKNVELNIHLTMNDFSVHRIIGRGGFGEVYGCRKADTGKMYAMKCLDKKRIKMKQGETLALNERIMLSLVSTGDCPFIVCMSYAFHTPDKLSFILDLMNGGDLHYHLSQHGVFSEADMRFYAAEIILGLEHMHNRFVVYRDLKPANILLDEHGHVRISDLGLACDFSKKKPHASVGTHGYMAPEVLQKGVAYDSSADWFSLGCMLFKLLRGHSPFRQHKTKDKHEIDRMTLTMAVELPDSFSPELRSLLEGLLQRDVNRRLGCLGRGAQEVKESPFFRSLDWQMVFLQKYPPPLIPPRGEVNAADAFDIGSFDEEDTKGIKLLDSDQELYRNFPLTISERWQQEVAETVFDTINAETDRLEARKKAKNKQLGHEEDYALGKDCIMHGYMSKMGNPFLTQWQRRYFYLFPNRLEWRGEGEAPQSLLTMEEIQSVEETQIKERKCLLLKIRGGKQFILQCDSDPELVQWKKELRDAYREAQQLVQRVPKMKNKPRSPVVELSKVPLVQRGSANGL
PP1 inh: counter-screen for PP5 inhibitors: inhibitors of human PP1-alpha; purified PP1alpha, OMFP fluorescence; hit rate 0.9% among 320,000; P62136; inhibition, % at 6.7 µM;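 active = inhibition above the mean inhibition of all tested compounds plus 3 SD, computed separately for each screening campaign, cut at about 15% in these data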
Target sequence (P62136 whole entry, looked up): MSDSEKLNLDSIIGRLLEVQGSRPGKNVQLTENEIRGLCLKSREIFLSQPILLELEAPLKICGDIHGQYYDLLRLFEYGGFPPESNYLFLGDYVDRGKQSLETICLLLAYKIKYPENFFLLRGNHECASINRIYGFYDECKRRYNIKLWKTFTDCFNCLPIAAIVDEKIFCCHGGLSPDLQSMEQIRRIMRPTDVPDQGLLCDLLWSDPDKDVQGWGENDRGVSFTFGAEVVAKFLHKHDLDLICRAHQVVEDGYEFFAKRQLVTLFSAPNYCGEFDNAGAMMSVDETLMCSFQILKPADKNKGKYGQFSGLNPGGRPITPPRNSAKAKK
Active calls of the source: *; i = inactive; · = no result given; & = joins results of further samples.

smiles	PP5 inh	proCasp7 act	CTSL1 counter	HCV core dimer	GASC-1 inh	proCasp3 act	VLA-4 inh	GRK2 inh	PP1 inh
O=C(Nc1cccc2ncccc12)c1ccc2c(c1)OCCO2	2.6	-3.9	-0.4	-8.4	-7.4	7.0	10.5	0.0	1.3
CC1(C)C(=O)Nc2ccccc2N1C(=O)COC(=O)Cn1cnc2ccccc2c1=O	-0.3	6.2	-8.0	-0.6	4.3	9.1	-1.4	0.0	-0.2
CCn1c(SC)nnc1-c1ccc(S(=O)(=O)N2CCCCC2)cc1	0.7	-1.7	-5.2	0.4	3.8	10.9	5.0	0.0	0.4
Cc1ccc(-c2cc(C(=O)N3CCCCC3)c3ccccc3n2)cc1C	0.9	6.5	2.7	-3.9	-1.7	2.0	-14.2	0.0	3.2
COc1ccccc1C(=O)N1CCNC(=O)C1CC(=O)Nc1ccc(Cl)cc1 (configuration not stated)	1.4	-1.6	-3.5	-16.0	-0.1&7.0	1.1	-20.6	0.0	-0.5
CN(CC(=O)NCCC1=CCCCC1)S(=O)(=O)c1ccc2c(c1)CCC(=O)N2	-1.4	6.3	-1.1	10.2	10.9	4.2	6.9	4.0	-3.3
CCC(C)(C)NC(=O)C(c1ccc(F)cc1)N(Cc1cccs1)C(=O)c1cnccn1 (configuration not stated)	1.3	9.7	-4.0	1.7	4.9	-1.7	-5.0	0.0	-0.2
COc1ccc(/C=N/NC(=O)c2ccc(COCC(F)(F)C(F)F)cc2)cc1	1.1	3.9	1.1	1.7	5.5	8.0	-6.7	0.0	2.5
O=C(COC(=O)/C=C/c1ccc(OC(F)F)cc1)Nc1ccc2[nH]c(=O)[nH]c2c1	·	7.3	·	·	0.8	5.6	3.6	0.0	·
CCOc1ccc(C(=O)OCC(=O)NCc2ccco2)cc1OCC	-1.9	9.6	-4.0	39.4	-1.4	-0.8	10.9	6.0	6.0
O=C(O)c1c[nH]c2ccc(S(=O)(=O)N3CCN(c4ccc(F)cc4)CC3)cc2c1=O	0.1	-1.5	10.9	-1.6	4.6	-0.8	-9.6	3.0	43.6*
CC(Oc1ccc(Cl)cc1Cl)C(=O)OCn1nnc2ccccc2c1=O (configuration not stated)	1.9	10.6	-6.8	7.6	6.1	-5.7	-6.4	0.0	1.6
COc1cc(Cl)c(C)cc1NC(=O)c1cc(S(=O)(=O)N(C)C)ccc1N1CCCC1	0.9	8.7	0.7	14.7	4.2	-1.8	-0.6	1.0	0.7
Cc1sc2nc(SCC(=O)N(C)c3ccccc3)n(C)c(=O)c2c1C	4.7	-3.5	-1.9	-8.0	-5.2	1.0	-2.6	0.0	-3.5
Cc1noc(C)c1C(=O)Nc1ccc(Cl)cc1C(F)(F)F	3.4	0.9	0.8	2.6	3.5	3.6	5.4	0.0	-5.0
O=C(CCSc1ccccc1)Nc1ccccc1C(=O)N1CCCC1	-4.2	-5.4	-10.0	-9.6	-8.5	-4.5	19.9	1.0	-0.2
COc1cc(-c2nc3oc4ccccc4c(=O)c3c(=O)n2Cc2ccco2)cc(OC)c1OC	1.9	1.5	1.1	5.7	9.5	0.1	2.2	1.0	2.8
Cc1onc(-c2ccccc2)c1CNC(=O)C1COc2ccccc2O1 (configuration not stated)	3.0	-3.1	1.3	-2.9	0.0	7.5	-13.8	2.0	3.0
COC(=O)CSc1nc2ccccc2o1	-0.1	12.8	-4.4	4.5	-4.4	6.7	-17.2	0.0	2.3
CC(C)Cn1c(/C=C/c2ccccc2)nc2ccccc21	1.2	12.2	7.5	11.0	4.2	-0.8	14.3	0.0	1.7
CCN(CC)S(=O)(=O)c1ccc(C)c(NC(=O)COC(=O)C=C(C)C)c1	2.7	2.2	-13.9	2.0	15.2	10.7	-3.4	0.0	-3.2
Cc1ccc(NC(=O)CN(C)S(=O)(=O)c2cccs2)c(Br)c1	-0.5	10.2	0.1	-1.2	-3.6	1.4	-13.7	0.0	2.5
Cc1nc(C)c(C(=O)OCC(=O)Nc2ccccc2)s1	-1.6	-1.2	·	·	3.1	2.6	-8.7	0.0	-5.3
COc1cc2cc(C(c3nnnn3C(C)(C)C)N3CCC(C)CC3)c(=O)[nH]c2cc1OC (configuration not stated)	1.6	5.8	-0.7	-0.4	7.2	0.8	1.4	1.0	1.1
Cn1cccc1/C=C1\SC(=S)N(Nc2ccccc2)C1=O	3.3	-8.2	7.7	-3.9	-7.1	-3.2	-4.7	5.0	-0.3
CCN1CCN(C(=O)c2cc3c(-c4ccc(Cl)cc4)nn(C)c3s2)CC1	4.6	-2.7	12.3	-2.9	6.8	4.0	0.4	1.0	-11.5
Cc1cccc(CSCCNC(=O)CCSc2ccccc2)c1	3.0	-0.8	-0.4	2.9	2.7	2.8	5.6	4.0	-0.9
COc1ccc2nc(C)cc(NCc3ccc(F)cc3)c2c1	3.7	8.5	0.8	-8.5	1.2	0.5	i	0.0	5.0
O=C(NNc1cccc([N+](=O)[O-])c1)/C(=C\c1cccnc1)NC(=O)c1ccccc1	0.0	-4.9	2.8	3.6	1.2	-22.2	1.0	0.0	2.9
CC1CCc2c(sc(NC(=O)C3=COCCO3)c2C(N)=O)C1 (configuration not stated)	2.8	3.3	·	·	-8.0	10.2	-18.2	4.0	-5.5

Reformatted: entries from further up
Structure: Cc1ccc(-c2cc(C(=O)N3CCCCC3)c3ccccc3n2)cc1C
  PP5 inh: 0.9 | proCasp7 act: 6.5 | CTSL1 counter: 2.7 | HCV core dimer: -3.9 | GASC-1 inh: -1.7 | proCasp3 act: 2.0 | VLA-4 inh: -14.2 | GRK2 inh: 0.0 | PP1 inh: 3.2
Structure: COc1ccccc1C(=O)N1CCNC(=O)C1CC(=O)Nc1ccc(Cl)cc1 (configuration not stated)
  PP5 inh: 1.4 | proCasp7 act: -1.6 | CTSL1 counter: -3.5 | HCV core dimer: -16.0 | GASC-1 inh: -0.1&7.0 | proCasp3 act: 1.1 | VLA-4 inh: -20.6 | GRK2 inh: 0.0 | PP1 inh: -0.5

Later entries:
smiles	PP5 inh	proCasp7 act	CTSL1 counter	HCV core dimer	GASC-1 inh	proCasp3 act	VLA-4 inh	GRK2 inh	PP1 inh
Cc1cc(C)c(C(=O)CC2(O)C(=O)Nc3ccccc32)cc1C (configuration not stated)	-0.2	4.8	2.7	2.4	-3.0	-2.2	4.4	0.0	-1.6
Cc1ccc(S(=O)(=O)Nc2nc(C)cc(-n3nc(C)cc3C)n2)cc1	-1.0	5.1	1.1	0.8	-3.3	-4.6	15.8	2.0	2.2
COc1cc2c(C#CCCO)c(-c3ccc(C#N)cc3)oc(=O)c2cc1OC	1.3	-12.8	·	·	3.9	-0.5	13.9	2.0	-1.4
Cc1ccc2nc(N3C(=O)C(O)=C(C(=O)c4ccco4)C3c3ccc(C)o3)sc2c1 (configuration not stated)	2.2	-33.7	5.3	9.1	-4.4	-21.6	-3.9	5.0	25.6*
C=CCSc1n[nH]c2nc3c(c(=O)n12)C1(CCCC1)Cc1ccccc1-3	1.8	-0.1	1.2	7.3	-1.0	0.9	-3.6	0.0	4.8
O=C(Nc1ccc(F)cc1)c1ccc2[nH]c(=O)c(=O)[nH]c2c1	0.0	-1.6	1.0	15.2	8.4	10.8	5.7	2.0	-3.0
COc1cc(C(=O)Nc2cc(OC)c(OC)c(OC)c2)ccc1OCc1c(C)noc1C	·	-10.6	·	·	8.4	7.5	7.2	0.0	·
CCn1c(SCC(=O)NCC2CCCO2)nnc1-c1c[nH]c2ccccc12 (configuration not stated)	1.8	-1.5	3.0	-7.7	11.1	-7.0	1.6	1.0	2.2
Cc1nnc(NC(=O)CSc2nnnn2Cc2ccccc2)s1	0.2	-0.4	0.3	-1.7	5.6	-5.0	10.0	3.0	0.2
Cc1ccc(NC(=O)C2CCN(S(C)(=O)=O)CC2)cc1	3.1	13.4	-4.2	-2.2	2.3	11.8	1.8	5.0	-0.9
CSc1ccc(CN(C)CC(=O)Nc2ccccc2C(=O)NC2CC2)cc1	3.2	-2.6	·	·	-5.2	-3.0	6.6	4.0	-1.2
Clc1ccc2nnnc(-c3ccccc3)c2c1	1.1	-4.2	3.2	-0.2	-0.7	-2.5	36.5	5.0	-0.7
CC(C)NC(=O)NCCCCCCS(C)=O (configuration not stated)	-2.0	8.7	-1.2	-1.1	2.5	10.1	8.8	0.0	0.1
CCOc1cc(CNS(=O)(=O)c2cn(C)cn2)cc(OCC)c1OCC	-3.2	5.9	0.7	-10.0	-0.3	3.4	0.2	0.0	-6.7
Cc1ccc(-c2ccc(/C=C/C(=O)c3ccccc3)o2)cc1	-1.3	-25.8	41.5*	19.9	-19.0	-13.5	-29.2	14.0	3.2
Cc1ccc(N/C(=N/S(=O)(=O)c2cccs2)c2ccccc2)c(C)c1	0.5	-6.1	1.2	3.4	-9.1	3.6	6.8	0.0	-2.0
CCOC(=O)C1(Cc2cccc(OC)c2)CCN(Cc2ccc3c(c2)OCCO3)CC1	0.3	7.6	0.2	-3.8	27.5	-8.1	17.2	0.0	-1.1
COCCCN(C(=O)c1ccccc1F)c1nc(-c2ccc(OC)cc2)cs1	3.9	-2.2	-0.1	9.9	-15.9	-0.3	10.4	0.0	-2.2
CN(CCC1CCOCC1)C(=O)c1cc(COc2c(F)cccc2F)on1	1.1	-11.4	3.1	-5.3	-17.3	10.9	-2.8	0.0	-0.5
CNC(=O)c1cc2c(=O)n3cc(C)ccc3nc2n(C(C)C)c1=N	-1.7	-14.9	4.7	3.4	-2.1	-7.3	1.2	0.0	-5.3
COc1ccc(C(=O)OCC(=O)NC2CCCCCCC2)cc1OC	·	4.4	·	·	-0.7	6.0	-9.6	1.0	·
CCCn1nc(NC(=O)C(C)(C)C)c2cc3cc(OC)ccc3nc21	0.2	7.5	6.5	6.5	0.4	-6.6	-2.8	0.0	-2.2
CC[C@]12c3[nH]c4ccccc4c3CCN1C(=O)C(CC(=O)NCCCOC)C[C@@H]2C(=O)N1CCN(C(=O)C2CC2)CC1 (some centres not stated)	·	6.2	·	·	52.7*	-5.3	19.8	9.0	·
